ERAP1 HTS inh – ERAP1 (human) enzyme inhibition; Q9NZ08; recombinant ERAP1, Leu-AMC fluorescence, 60 min; inhibition, % at 10.7 µM; actives 0.15% (n = 340,000);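 active means mean replicate inhibition of at least 30%, or all replicates individually reaching that 30% level; inactive means mean below 30% and not every replicate reaching it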;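 further: 0% = neutral control wells and 100% = L-leucinethiol positive control wells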
Target sequence (Q9NZ08 whole entry, looked up): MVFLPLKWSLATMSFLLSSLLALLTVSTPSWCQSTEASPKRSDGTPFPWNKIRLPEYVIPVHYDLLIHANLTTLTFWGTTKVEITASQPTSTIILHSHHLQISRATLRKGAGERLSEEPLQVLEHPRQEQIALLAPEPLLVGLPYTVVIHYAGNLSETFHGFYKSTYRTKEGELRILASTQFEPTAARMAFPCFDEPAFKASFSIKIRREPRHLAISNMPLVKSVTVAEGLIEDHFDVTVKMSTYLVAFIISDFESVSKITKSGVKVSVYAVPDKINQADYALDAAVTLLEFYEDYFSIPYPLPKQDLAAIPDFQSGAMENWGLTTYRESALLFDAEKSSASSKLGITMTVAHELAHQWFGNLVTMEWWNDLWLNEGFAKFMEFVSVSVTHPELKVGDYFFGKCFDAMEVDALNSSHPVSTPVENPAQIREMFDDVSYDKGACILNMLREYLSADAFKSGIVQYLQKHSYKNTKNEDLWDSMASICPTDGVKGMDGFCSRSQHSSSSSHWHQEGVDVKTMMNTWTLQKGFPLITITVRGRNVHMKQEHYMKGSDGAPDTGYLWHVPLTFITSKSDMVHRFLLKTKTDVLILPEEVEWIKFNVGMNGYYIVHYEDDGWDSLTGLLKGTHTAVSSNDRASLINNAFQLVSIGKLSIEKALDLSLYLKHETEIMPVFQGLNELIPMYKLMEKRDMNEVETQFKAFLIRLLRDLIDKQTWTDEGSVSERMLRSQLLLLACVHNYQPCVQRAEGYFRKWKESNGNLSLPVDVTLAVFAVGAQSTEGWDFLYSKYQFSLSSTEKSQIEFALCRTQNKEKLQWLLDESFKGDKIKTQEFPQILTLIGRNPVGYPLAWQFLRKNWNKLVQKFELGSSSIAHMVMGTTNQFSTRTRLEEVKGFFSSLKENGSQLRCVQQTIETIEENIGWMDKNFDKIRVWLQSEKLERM
S100A4 inh HTS – blocks human S100A4 binding to myosin IIA peptide; inhibition, % at 10.7 µM; S100A4/TAMRA-MyoIIA peptide fluorescence polarization; P26447; AID 652163; actives 0.14% (n = 360,000);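 active means mean inhibition of at least 70% across replicates, with every replicate also reaching that level; inconclusive means mean inhibition reaches 70% but some replicates fall short; inactive means mean inhibition below 70%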
Target sequence (P26447 whole entry, looked up): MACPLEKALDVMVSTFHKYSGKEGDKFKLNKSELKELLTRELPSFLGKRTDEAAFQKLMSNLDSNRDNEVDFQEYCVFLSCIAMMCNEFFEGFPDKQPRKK
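System – human S100A4 monomer protein, biochemical binding assay · Buffer or medium – Calcium-containing HEPES buffer, pH 7.2 · Timing – 5 min between mix addition and reading · Also added – TAMRA-labelled myosin IIA heavy-chain peptide probe, 5 nM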
C2C12 statin – protects C2C12 myotubes from simvastatin toxicity; ATP luminescence, 48 h; scaled: DMSO 0, geranylgeraniol control 100; rescue of ATP level, % at 7.49 µM; actives 0.78% (n = 330,000); AID 602340;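 active means mean ATP rescue above about 67%, or every replicate alone reaching that limit, limit read from the data, passing the limit was not always enough; inconclusive means no clear call, values can overlap the other calls; inactive means mean under the limit and some replicate under it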;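 further: myotubes were challenged with 10 µM simvastatin during compound exposure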
XiGFP reactiv – activators of X-chromosome reactivation in mouse fibroblasts. XiGFP mouse fibroblasts, % GFP-positive cells imaging, 3 d; cells co-treated with 5-aza-dC sensitizer; scaled so ellipticine positive control = 100%. activation, % at 7.58 µM. actives 0.055% (n = 360,000). AID 743238;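 active means mean normalized replicate activation at least 10% and every replicate at or above 10%; inconclusive means only one of the two criteria met; inactive means mean below 10% and not all replicates reach 10%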;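 further: 0% = median of on-plate neutral control wells and 100% = ellipticine 6 µM median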
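System: 68-5-11 XiGFP fibroblast line | Buffer or medium: DMEM containing 5-aza-dC | Compound: Single point | Times: Compounds 3 days, fix/stain 15 min at room temperature | Benchmarks: Positive control ellipticine, 6 µM final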
Cneo AK release – Cryptococcus neoformans lysis via adenylate kinase release; C. neoformans lysis, adenylate kinase release luminescence, 4 h; normalised: neutral wells 0, clomiphene wells 100; lysis activity, % at 15 µM; actives 0.2% (n = 360,000);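 active means mean lysis activity across replicates of at least 80%, whatever share of replicates individually reach that level; inactive means mean lysis activity below 80%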
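Assay system: Cryptococcus neoformans yeast cells / Dosing: single-point compound dose / Timing: 4 h at 37 °C static, read 1 h later / Measured by: luminescence of released adenylate kinase using an AK detection reagent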
PGC1a acetyl inh – modulators of PGC1a acetylation | inhibition, % at 15.6 µM | actives 0.17% (n = 350,000) | U2OS PGC1a acetylation, AlphaScreen anti-acetyl-lysine; with virally co-expressed GCN5 acetyltransferase;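 active means every replicate shows inhibition of at least 40%; inconclusive means mean inhibition at least 40% but some replicate below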;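 further: 0% = neutral control wells and 100% = positive control wells; some results beyond the cut were filed as inactive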
LGR2 inh – Drosophila LGR2 receptor signaling inhibition; HEK293 LGR2, CRE-luciferase, bursicon-stimulated, 4 h; inhibition, % at 9.99 µM; actives 0.35% (n = 380,000); AID 720647;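 active means drop in luminescence signal, shown as inhibition above about 50% in the replicate tests, limit read from the data, passing the limit was not always enough; inconclusive means probably only some replicates passing the limit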;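 further: agonist challenge used bursicon conditioned medium at about half maximal strength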
SIRT5 inh – sirtuin-5 (human) deacylase inhibition; Purified SirT5, succinyl-peptide AMC, trypsin-coupled fluorescence; actives 1.1% (n = 330,000); AID 652115; inhibition, % at 15 µM; Q9NXA8; in the data active means inhibition above about 15%; inconclusive means no clear call, values can overlap the other calls
Active calls of the source: *; ? = inconclusive; . = not tested or not shown; & = joins results of further samples.

SMILES	ERAP1 HTS inh	S100A4 inh HTS	C2C12 statin	XiGFP reactiv	Cneo AK release	PGC1a acetyl inh	LGR2 inh	SIRT5 inh
COC(=O)C1=C(c2cccc(OC)c2OC)C[C@@H]2CC[C@H]1N2C(=O)NCc1ccc(F)cc1	2	-5	4	0.0	0	3	-19	.
Nc1ccc2ccccc2c1	-3	0	5	0.0	2	7	-10	.
CCn1c(O)c(C=NCCN2CCOCC2)c(=O)[nH]c1=S	5	5	.	0.2	.	.	17	2
O=C(O)C[C@@H]1CC[C@H]2NC[C@H](O)COC[C@@H]2O1	0	9	-14	0.3	0	1	4	-3
Cc1cc(C=C2C(=O)N(C)C(=S)N(C)C2=O)c(C)n1-c1cccnc1	.	.	6	0.2	0	-6	24	.
C[C@@H]1CN([C@H](C)CO)C(=O)CCCn2cc(nn2)CO[C@@H]1CN(C)C(=O)Oc1ccc2ccccc2c1	.	.	15	0.4	.	-3	18	.
CN(C)[C@@H]1C(=O)C(C(N)=O)=C(O)[C@@]2(O)C(=O)C3=C(O)c4c(O)ccc(Cl)c4[C@@](C)(O)C3C[C@@H]12 (stereo partly specified)	4	2	-6	0.0	1	2	11	11
Cc1cccc(N2C(=O)NC(=O)/C(=C\C=C\c3ccco3)C2=O)c1	4	-11	.	0.0	.	.	15	-3
CN(C)CC#Cc1ccc([C@@H]2[C@@H](CO)N3CCCCN(C(=O)Cc4ccccn4)C[C@H]23)cc1	0	-1	.	0.1	-1	5	-3	-3
O=P(Nc1ccccc1)(Nc1ccccc1)Oc1cccc(Cl)c1	-6	-5	97*	.	2	-2	0	-2
O=C(C(=O)N1CCC2(CC1)OCCO2)c1c[nH]c2ccccc12	-2	-1	.	0.0	.	.	7	6
O=C(c1ccccc1)C(Cc1ccccc1)N1CCOCC1 (stereo unspecified)	3	0	.	-0.1	.	.	-22	1
C/C=C/c1ccc([C@@H]2[C@@H](CO)N3CCCCN(C(=O)Cc4ccncc4)C[C@@H]23)cc1	5	-3	-13	-0.1	-3	4	2	13
NC(Cc1ccc(Cl)cc1)c1csc(Nc2ncccn2)n1 (stereo unspecified)	3	-3	23	0.1	0	-3	?	-4
Cc1ncoc1C(=O)NCC1=C(c2ccc(S(C)(=O)=O)cc2)C[C@@H]2CC[C@H]1N2CCOc1ccccc1	1	3	5	0.3	-3	21	-4	1
Cn1c(O)c(C=NCCN2CCOCC2)c(=O)n(C)c1=S	0	-4	.	0.3	.	18	-7	5
COC(=O)C1=C(c2ccc(-c3ccccc3)c(F)c2)C[C@@H]2CC[C@H]1N2C(=O)NCCOc1ccccc1	-3	-8	33	0.0	0	-28	.	-3
CCc1ccc(-n2c(O)c(C(C)=O)c(=O)[nH]c2=O)cc1 (tested in a mixture with another compound)	-4	-6	-2	0.0	.	.	.	0
CCc1ccc(NC(=O)CN2CC(c3ccccc3)CC2=O)cc1 (stereo unspecified)	0	-1	-9	0.1	-1	-10	-2	-3
COC(=O)C1=C(c2ccc(Cl)c(C(F)(F)F)c2)C[C@@H]2CC[C@H]1N2C(=O)NC1CCCCC1	1	1	-5	0.1	1	-21	34	-4

Single entries from the entries so far:
O=C(C(=O)N1CCC2(CC1)OCCO2)c1c[nH]c2ccccc12 – ERAP1 HTS inh = -2
Cc1ncoc1C(=O)NCC1=C(c2ccc(S(C)(=O)=O)cc2)C[C@@H]2CC[C@H]1N2CCOc1ccccc1 – ERAP1 HTS inh = 1

(continued)
SMILES	ERAP1 HTS inh	S100A4 inh HTS	C2C12 statin	XiGFP reactiv	Cneo AK release	PGC1a acetyl inh	LGR2 inh	SIRT5 inh
COC(=O)C1=C(c2cc3ccccc3o2)C[C@@H]2CC[C@H]1N2C	-1	3	-5	0.2	0	0	-5	.
COc1ccc(CCNCc2ccsc2)cc1OC	2	-4	-4	0.1	0	4	-1	.
Clc1ccc(COC(Cn2ccnc2)c2ccc(Cl)cc2Cl)c(Cl)c1 (stereo unspecified)	1&0	1&0&1	-5&-3	0.1&0.4	-5&-4	-26&-14	32&5	-2&-1
CCC1C2Cn3c(nc4ccccc43)C1N(C)O2 (stereo unspecified)	-2	5	-12	0.2	-1	7	19	-8
C[C@H](CO)N1C[C@H](C)[C@H](CN(C)C(=O)Oc2ccc3ccccc3c2)OCc2cnnn2CCCC1=O	4	3	1	-0.4	-9	12	5	-1
Cn1c(O)c(C=Nc2ccccc2)c(=O)n(C)c1=O	3	0	-14	0.0	-2	.	-5	1
O=c1[nH]c(=O)n(C2CCCCCC2)c(O)c1C=NCc1cccnc1	.	2	.	0.0	.	8	8	2
CCOc1cc(C=C2C(=O)NC(=O)NC2=O)cc([N+](=O)[O-])c1O	3	0	.	0.0	.	.	-9	2
CC(N)Cc1c[nH]c2ccc(OCc3cccs3)cc12 (stereo unspecified)	-1	-3	-14	-0.1	2	-10	.	-2
CCN(CC)c1ccc(CNCCc2ccccc2F)cc1	-1	2	.	0.2	.	8	3	-1
CC12CCC(=O)C=C1CCC1C2CCC2(C)C1CCC2(O)CC#N (stereo unspecified)	0	2	-3	0.1	-1	2	-3	.
CCC(c1nnnn1Cc1ccccc1)N1CCC(n2c(=O)[nH]c3ccccc32)CC1 (stereo unspecified)	-4	40	8	0.0	-13	25	32	0
O=C(Cc1cccnc1)N1CCCCN2[C@H](CO)[C@@H](c3ccc(/C=C/c4ccccc4)cc3)[C@H]2C1	-1	-1	.	-0.1	4	5	5	-2
O=P(NC1CCCCC1)(Oc1ccccc1)Oc1ccccc1	0	2	-5	0.2	-1	-50	-7	.
O=C(c1ccccc1)C1CCCN(Cc2nc(-c3cnccn3)no2)C1 (stereo unspecified)	5	1	4	0.0	7	9	5	-4
O=c1[nH]c(=O)n(C2CCCCC2)c(O)c1C=Nc1ccc(N2CCOCC2)cc1	-1	-2	.	0.1	2	.	-2	-2
COc1ccc(N2CCN(Cc3nc4ccccc4[nH]3)CC2)cc1	6	-12	12	0.0	3	-2	10	6
O=C(Nc1ccc(Cl)cc1)O/N=C(\c1ccccc1)c1ccccn1	.	.	6	.	-2	4	-13	.
Cc1ccccc1NC(=O)NCCN1CC1	1	2	13	0.0	2	.	-11	-1
CCCCn1c(=O)c(C(=O)NCc2ccc(Cl)cc2)c(O)c2ccccc21	1	-9	2	0.1	2	2	29	-4

SMILES	ERAP1 HTS inh	S100A4 inh HTS	C2C12 statin	XiGFP reactiv	Cneo AK release	PGC1a acetyl inh	LGR2 inh	SIRT5 inh
O=P(OC1=CCCCC1)(c1ccccc1)c1ccccc1	2	-3	4	-0.3	1	-12	37	.
Cc1nn(CC(C)C)c(Cl)c1C(=O)NC1CCCC1	-4	-6	1	0.4	0	.	-8	.
CCCCCCCCC(=O)NCc1ccc(O)c(OC)c1	0	2	-7	0.0	-3	2	-5	-1
COc1ccccc1N1C(=O)NC(=O)C(CCc2ccncc2)(CCc2ccncc2)C1=O	-2	-9	-8	.	1	-14	1	-3
O=C(/C=C/c1ccccc1)NC(=S)N1C[C@H]2C[C@H](C1)c1cccc(=O)n1C2	0	-3	-14	.	1	0	-19	-1
Brc1ccc2[nH]cc(/C=N/N3CCCCC3)c2c1	-1	-17	.	-0.1	.	6	-1	-2
O=C(Cc1ccccn1)N1CCCCN2[C@H](CO)[C@@H](c3ccc(C#Cc4ccccc4)cc3)[C@H]2C1	2	8	.	0.2	2	11	2	0
CCCCn1nnnc1C(CCc1ccccc1)N1CCC(n2c(=O)[nH]c3ccccc32)CC1 (stereo unspecified)	2	-1	13	0.3	1	-14	106*	1
Cc1ccccc1-n1c(O)c(/C=N/N2CCOCC2)c(=O)[nH]c1=S	.	.	.	-0.1	2	19	-12	.
CN(C)C(=O)Oc1cccc(-c2cn3cc(Cl)ccc3n2)c1	.	.	-1	0.2	-5	-2	-25	.
O=c1ccc2cc(O[C@@H]3O[C@H](CO)[C@@H](O)[C@H](O)[C@H]3O)c(O)cc2o1	154*	3	-4	0.1	1	4	1	-76
CCOC(=O)c1cnc(N2CC2)nc1N	0	-2	8	0.1	0	-2	1	1
CCN1c2nc3ccccn3c(=O)c2CC2(C(=O)N(C)C(=O)N(C)C2=O)C1C (stereo unspecified)	1	28	1	.	1	.	7	-3
C[C@]12CCC3C(CC[C@H]4C[C@H](O)CC[C@]34C)C1[C@@H](O)[C@@H](O)[C@@H]2O (stereo partly specified)	3	6	9	0.0	-1	0	-7	-1
COCCNCCOc1ccc(C(C)(C)c2ccccc2)cc1	-1	-2	-3	0.1	.	-5	-7	.
O=c1c2ccccc2nc(-c2ccc(-c3ccccc3)cc2)n1-c1ccncc1	2	12	-23	.	-5	-10	-8	-2
CCCCC(=O)N/N=C/c1c(O)n(C2CC2)c(=S)[nH]c1=O	4	-1	.	0.3	.	.	16	-5
O=c1[nH]c(=S)n(C2CC2)c(O)c1C=NCC1CCCO1 (stereo unspecified)	-4	2	.	0.1	.	.	-4	-1
COc1ccc(OCC#CCN2CCCCCC2)cc1	9	-2	.	0.2	.	.	-20	-4
CCOC(=O)C1=C(N)OC2=C(C(=O)CCC2)C12C(=O)Nc1ccccc12 (stereo unspecified)	-2	5	9	.	2	19	2	.

SMILES	ERAP1 HTS inh	S100A4 inh HTS	C2C12 statin	XiGFP reactiv	Cneo AK release	PGC1a acetyl inh	LGR2 inh	SIRT5 inh
O=c1c2ccccc2[nH]c(=S)n1-c1cccnc1	5	-1	.	0.1	.	.	2	-2
Cc1c(C(=O)c2ccccc2)c2ccccc2n1C	0	-2	.	0.0	.	.	7	1
O=C1OCc2cc(N=Nc3c(O)[nH]c(=O)[nH]c3=O)ccc21	4	-3	.	-0.1	0	-2	21	1
CC12CN3C(O)C(C)(C1)CC(C)(C2)C3O (stereo unspecified)	.	.	-4	.	3	8	4	.
O=C1NCN(c2ccccc2)C12CCN(C(c1cccc3ccccc13)c1nnnn1C1CCCCC1)CC2 (stereo unspecified)	.	-2	13	0.1	-15	-67	-12	0
COC(=O)C1=C(c2ccc(OCc3ccccc3)cc2)C[C@@H]2CC[C@H]1N2C(=O)NCc1ccc2c(c1)OCO2	-4	4	-4	0.1	-6	-1	-10	1
O=c1c(/C=N/N2CCOCC2)c(O)n(-c2ccccc2)c(=S)n1-c1ccccc1	-2	-19	.	-0.1	.	.	-21	6
COc1ccccc1N1CCN(Cc2ccc(SC)cc2)CC1	1	-1	0	0.0	1	12	3	1
NC(Cc1ccccc1Cl)c1nn[nH]n1 (stereo unspecified)	4	-2	-6	0.0	0	-12	12	3
Cc1ccc(C)c(NP(=O)(Oc2ccccc2)Oc2ccccc2)c1	-4	-1	-38	0.0	0	-9	7	-2
Cc1cc(/C=C2\C(=O)NC(=O)N(c3ccccc3F)C2=O)c(C)n1-c1cc(C(=O)O)cc(C(=O)O)c1	6	-8	-2	0.1	-2	.	-19	8
CCN(CC)c1ccc(N=Cc2c(O)n(-c3ccccc3)c(=O)[nH]c2=O)cc1	2	-4	.	0.0	.	9	.	-1
CN1CCN(CCOC2c3ccccc3CSc3ccc(Cl)cc32)CC1 (stereo unspecified)	.	.	-11	0.4	1	-10	9	.

Assay outcomes deposited in PubChem BioAssay by Broad Institute.

A portion of the library, so the mix of outcomes need not match the whole.
